# From PubChem
# ADAM10 inh – human ADAM10 inhibitors, primary screen, biochemical, QFRET, HTS; Disintegrin and metalloproteinase domain-containing protein 10 (Homo sapiens), O14672; recombinant ADAM10, EDANS/DABCYL FRET peptide cleavage, 3 h; inhibition, % at 7 µM; 370,000 compounds, 0.62% hits;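 active = inhibition above a per-campaign cutoff equal to the mean of compounds falling between control-based bounds plus 3 SD, cut at about 20% in these data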;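 note: 0% = DMSO wells while the 100% control is not disclosed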
# Target sequence (O14672 214-748 limits assumed): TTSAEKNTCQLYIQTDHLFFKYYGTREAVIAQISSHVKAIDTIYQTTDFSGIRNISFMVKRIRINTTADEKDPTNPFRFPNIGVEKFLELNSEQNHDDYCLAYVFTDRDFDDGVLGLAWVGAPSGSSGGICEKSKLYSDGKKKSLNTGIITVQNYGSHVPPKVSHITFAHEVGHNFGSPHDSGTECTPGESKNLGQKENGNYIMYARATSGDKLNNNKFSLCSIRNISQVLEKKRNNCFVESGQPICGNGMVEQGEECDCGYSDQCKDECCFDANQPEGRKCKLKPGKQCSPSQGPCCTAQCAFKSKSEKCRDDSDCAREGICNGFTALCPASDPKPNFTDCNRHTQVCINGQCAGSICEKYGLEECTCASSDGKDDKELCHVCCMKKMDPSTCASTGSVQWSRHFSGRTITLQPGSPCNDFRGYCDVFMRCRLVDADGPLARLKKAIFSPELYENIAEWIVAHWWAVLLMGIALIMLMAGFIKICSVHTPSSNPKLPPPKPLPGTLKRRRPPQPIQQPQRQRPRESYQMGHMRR
# rCAG RNA binder – binders of r(CAG) RNA repeats, primary screen, biochemical, fluorescence; 370,000 compounds, 1.3% hits; r(CAG) RNA repeat, TO-PRO-1 dye displacement fluorescence; inhibition, % at 3 µM;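 active = inhibition above the plate cutoff, the mean of all test compounds on that plate plus 3 SD, cut at about 35% in these data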;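 note: 0% = DMSO alone and 100% = 100 µM mitoxantrone as full dye displacement; higher means more dye released from RNA so lower well fluorescence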
# Tn6 DDE FP – inhibitors of Tn6 peptide binding to fibrin DD(E), primary screen, biochemical, fluorescence polarization, human fibrin, Tn6 probe | Fibrinogen beta chain (Homo sapiens), P02675 | Fibrin DD(E) TRITC-Tn6 fluorescence polarization displacement | inhibition, % at 8.3 µM | 370,000 compounds, 0.21% hits;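 active = inhibition above a per-campaign cutoff: mean of compounds within control limits plus 3 SD, cut at about 15% in these data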;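 note: 0% = median of all compound wells on the plate and 100% = blocking peptide control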
# GAA850 FXN act – FXN promoter activators, primary screen, cell-based, luciferase luminescence, HEK293 lucGAA850 | HEK293 lucGAA850 FXN promoter luciferase reporter, 24 h; percent of 10 µM SAHA response | activation, % at 6 µM | 360,000 compounds, 0.56% hits | AID 540364, 2011;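 active = activation above the average of all compounds screened plus 3 SD, cutoff fixed separately per campaign, cut at about 7.5% in these data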;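 note: 0% = DMSO wells and 100% = 10 µM SAHA wells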
# HGIII-sPLA2 inh – human group III sPLA2 inhibitors, primary screen, biochemical, QFRET, BODIPY PC-A2 liposome substrate | 370,000 compounds, 0.56% hits | QFRET BODIPY PC-A2 liposome hydrolysis, fluorescence | inhibition, % at 12.2 µM | Group 3 secretory phospholipase A2 (Homo sapiens), Q9NZ20;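 active = inhibition above mean plus 3 SD of compounds lying within the high and low control bounds, cut at about 19% in these data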;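 note: 0% = median of test compound wells and 100% = no enzyme DMSO wells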
# ARFGAP1 inh – inhibitors of rat ARFGAP1 GAP activity, primary screen, biochemical, fluorescence polarization, GDP tracer; 360,000 compounds, 0.26% hits; ADP-ribosylation factor GTPase-activating protein 1 (Rattus norvegicus), Q62848; inhibition, % at 16.5 µM; Arfgap1-stimulated ARF1 GTP hydrolysis, GDP FP detection;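 active = inhibition above a per-plate limit, mean inhibition of low control wells plus 3 SD, cut at about 25% in these data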;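 note: 0% = DMSO wells with enzyme and 100% = wells lacking Arfgap1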
# Target sequence (Q62848 1-136 limits assumed): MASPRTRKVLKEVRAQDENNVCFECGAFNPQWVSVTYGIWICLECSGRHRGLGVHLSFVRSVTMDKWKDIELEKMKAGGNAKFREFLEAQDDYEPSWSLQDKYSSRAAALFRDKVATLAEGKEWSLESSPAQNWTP
#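 System: truncated rat Arfgap1 GAP domain / Medium: HEPES-based buffer, pH 7.5 / Also added: N-terminally truncated human ARF1-GTP substrate / Incubation: enzyme reaction 120 min at 25 °C after 20 min preincubation / Measured by: FP of antibody-bound GDP Alexa 633 tracer, ex 620/em 688 nm / Replicates: singlicate, each compound tested once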
# GC-B act – human GC-B receptor activators, primary screen, HEK293 GC-B cells, cGMP TR-FRET, EC30 CNP; 370,000 compounds, 0.11% hits; 0% at EC30 CNP, 100% saturating CNP; activation, % at 10 µM;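 active = activation at 10 µM reaching about 35% in either raw or pattern-adjusted values, limit read from the data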
# KLK7 zymogen act – proKLK7 zymogen activators, primary screen, biochemical, fluorescence intensity; purified proKLK7, EDANS-DABCYL substrate fluorescence; 100% is mature enzyme control, 0% vehicle; 370,000 compounds, 0.9% hits; activation, % at 7 µM;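 active = activation above the mean of all tested compounds plus 3 SD, computed per campaign excluding outliers beyond control limits, cut at about 13% in these data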
# Target sequence (P49862 whole entry, looked up): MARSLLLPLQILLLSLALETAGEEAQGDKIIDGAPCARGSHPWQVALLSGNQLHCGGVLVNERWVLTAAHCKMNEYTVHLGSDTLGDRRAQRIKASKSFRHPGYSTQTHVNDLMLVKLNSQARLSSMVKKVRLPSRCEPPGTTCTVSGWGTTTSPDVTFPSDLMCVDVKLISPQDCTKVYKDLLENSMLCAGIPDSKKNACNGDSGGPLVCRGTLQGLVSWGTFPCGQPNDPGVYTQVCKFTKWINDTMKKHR
# ASAP1 GAP inh – inhibitors of human ASAP1 ArfGAP activity, primary screen, biochemical, fluorescence polarization; ASAP1-stimulated ARF1 GTP hydrolysis, GDP FP detection; Arf-GAP with SH3 domain, ANK repeat and PH domain-containing protein 1 (Homo sapiens), …; 360,000 compounds, 0.19% hits; inhibition, % at 16.5 µM; in the data active = inhibition above about 25%;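 note: 0% = vehicle with enzyme and substrate and 100% = no enzyme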
# NPR1 activator – GC-A stimulated cGMP production enhancers – HEK293 GC-A cells, cGMP TR-FRET, EC30 ANP, primary screen; activation, % at 10 µM; 0% at EC30 ANP, 100% saturating ANP; 370,000 compounds, 0.14% hits; AID 1671463, 2021; in the data active = activation above about 40%
# Active calls of the source: *; . = not tested or not shown; & = joins results of further samples.
item	SMILES	ADAM10 inh	rCAG RNA binder	Tn6 DDE FP	GAA850 FXN act	HGIII-sPLA2 inh	ARFGAP1 inh	GC-B act	KLK7 zymogen act	ASAP1 GAP inh	NPR1 activator
1	O=C(c1cc(C2CC2)on1)N1CCOCC1	-2	3	3	0.7	3	2	2	-0.3	4	-3
2	Cc1ccc(C(=O)NCC(=O)OCC(=O)N2CCCc3ccccc32)cc1	3	-2	-6	-0.6	-5	19	-1	0.0	-3	0
3	Cc1ccc(C(=O)NNc2ncnc3c2cnn3C)cc1	1	2	8	0.1	7	4	-1	-0.2	-4	3
4	CC(C)(C)NC(=O)c1cc(-c2ccc3c(c2)OCO3)nc2ccccc12	-36	13	-4	3.1	2	6	2	-0.5	-5	1
5	c1ccc2c(c1)CCCN2Cc1nnnn1C1CCCC1	-20	4	-1	0.0	4	11	-2	-0.5	-3	-1
6	CCOc1nc(N2CCOCC2)nc(C)c1[N+](=O)[O-]	20*	3	1	1.1	-3	-1	1	-0.1	-3	2
7	O=C(NCc1ccc(F)cc1)C1CCN(S(=O)(=O)N2CCC3(CC2)OCCO3)CC1	-1	-9	0	1.0	3	9	-4	-1.0	-6	0
8	CCOC(=O)c1cn2nc(Oc3ccc(C)cc3)ccc2n1	0	-5	-8	2.4	-2	7	-1	0.5	7	-2
9	COc1ccc([N+](=O)[O-])cc1-c1nc2ccccc2nc1-c1ccccc1	0	0	0	3.9	2	-10	-35	0.3	7	-51
10	O=C(Nc1cc(S(=O)(=O)N2CCOCC2)ccc1N1CCCC1)c1ccc(F)cc1	-5	1	3	-1.4	8	12	3	0.2	-4	6
11	COc1ccc(-c2cc(CNS(=O)(=O)c3ccccc3)on2)cc1	3	-2	-5	0.6	-5	0	5	0.0	-3	4
12	O=C(Nc1nccs1)c1ccc2nccnc2c1	-2	4	0	0.9	2	1	1	-0.7	0	-2
13	CC1CCC/C=C/C(=O)c2c(O)cc(O)cc2CC(=O)O1 (stereo not given)	-8	13	-2	-8.6	-12	2	1	-0.1	13	2
14	O=C(c1ccc2oc(CCc3ccccc3)nc2c1)N1CC[C@H](O)C1	-6	-1	-6	7.3	8	7	0	0.0	-11	6
15	CCC(C)(C)NC(=O)C1CCCN1C(=O)NC1CCCCC1 (stereo not given)	5	-2	3	2.7	-1	3	-1	-0.3	3	1
16	COc1ccc(NC(=O)CCCNC(=O)Cn2cnc3sc4c(c3c2=O)CCCC4)cc1OC	2	-1	2	0.7	-4	-6	1	0.3	-2	0
17	CCN(C(=O)CCN1C(=O)c2ccccc2S1(=O)=O)c1ccccc1	-6	-5	-1	-0.6	3	-7	5	0.2	-3	-4
18	Cn1ccc(-c2cc(C(=O)O)c3ccccc3n2)n1	2	-1	1	3.3	1	-4	-1	0.6	-7	2
19	CC1CCCCC12NC(=O)N(CC(=O)N1CCN(c3ccccc3)CC1)C2=O (stereo not given)	-5	-1	11	1.1	12	9	0	-0.3	1	1
20	Cc1cc(C)c(NC(=O)CS(=O)CC(=O)Nc2ccc(N3CCOCC3)cc2)c(C)c1 (stereo not given)	-2	-2	-1	1.1	8	9	-1	-0.5	-2	0
21	CCOC(=O)c1ccc(NC(=S)N2CCN(C)CC2)cc1	-11	-4	-4	-1.2	6	-3	2	0.2	5	1
22	COc1cccc(N=C(N)N=C(N)N)c1	-3	2	6	2.1	3	4	5	-0.3	-13	-1
23	O=C(c1ccco1)N(Cc1cc2ccccc2[nH]c1=O)CC1CCCO1 (stereo not given)	-15	0	1	0.8	-5	5	2	-0.5	-2	-5
24	CCOC(=O)N1N=C(C)CC1(O)c1ccc(Cl)cc1 (stereo not given)	-2	0	2	1.3	-4	6	1	-0.2	17	-1
25	COc1ccc(C(=O)O)cc1S(=O)(=O)NCc1ccncc1	-4	0	1	-0.5	13	-16	4	-0.4	-20	2
26	N#Cc1c(NC(=O)C(=O)NCCCN2CCOCC2)sc2c1CCCC2	-11	-1	3	-0.1	0	2	-1	0.4	11	-1
27	COc1ccc2nc(N/C(N)=N/C(=S)Nc3ccccc3)nc(C)c2c1	-75	23	1	3.0	5	5	-6	2.0	-2	6
28	CCc1c(C(=O)Nc2ccc(S(=O)(=O)N3CCOCC3)cc2)csc1C	8	2	1	1.0	-9	7	13	0.4	8	14
29	CCOC(=O)C1=NN(C(=O)Cc2ccccc2)C(O)(C(C)(C)C)C1 (stereo not given)	-1	-6	3	1.1	-22	-1	4	0.3	1	4
30	O=C(CSc1nnc(CN2CCOCC2)n1-c1ccc(Cl)cc1)Nc1cc(Cl)ccc1O	7	-1	0	-1.9	-57	-2	-12	0.0	9	-15
31	O=c1c(Cc2ccc(F)cc2)c(O)ccn1CCCN1CCOCC1	-8	-1	-5	-3.0	-1	23	5	-0.5	14	0
32	O=C(c1ccc(Cl)cc1)c1cccc(O)c1	-10	2	0	-1.3	-18	6	-2	0.2	-7	6
33	Cc1nc(N2CCOCC2)nc(N2CCCCC2)c1[N+](=O)[O-]	-4	-5	3	5.0	-2	-8	1	-0.8	-2	5
34	CC[C@]12c3[nH]c4cc(CCC(=O)N(C)C)ccc4c3CCN1C(=O)[C@@H](CC(=O)NCc1ccc(OC)c(OC)c1)C[C@@H]2C(=O)N1CCN(C(=O)C2CC2)CC1	-2	2	-6	-0.3	3	13	-1	0.5	6	4
35	Cc1nn(Cc2ccccc2)c(C)c1/C=N/NC(=O)c1cccnc1	9	-2	4	1.8	5	2	2	-0.5	-8	3
36	CN1C2C=CC(=O)C1C1C(=O)N(c3ccccc3)C(=O)C12 (stereo not given)	-7	1	0	.	1	-15	1	0.1	0	4
37	CCOc1ccccc1C(=O)N[C@H](C(=O)NCc1ccccc1)C(C)C	1	-1	-2	-2.0	-1	4	5	0.1	-4	4
38	Oc1cccc(-c2sc3ccccc3c2-c2ccc(OCCN3CCCCC3)cc2)c1	-1	7	6	.	-12	8	3	-2.0	14	7
39	NCCc1c(-c2ccccc2)n(-c2ccccc2)c2ccccc12	-6	17	3	-0.5	8	2	-15	0.3	-2	-35
40	COC(=O)c1ccc(NC(C(=O)OC)C(C)C)c([N+](=O)[O-])c1 (stereo not given)	-1	-6	-4	4.8	-6	-13	0	-0.5	-9	1
41	O=C(CN1CCN(c2nc(-c3ccc(Cl)cc3)cs2)CC1)NCc1ccco1	-4	4	4	0.0	2	4	-5	0.8	4	-3
42	CCOc1ccc(NC(=O)C2CCC(C)(C(=O)O)C2(C)C)cc1 (stereo not given)	1	2	3	1.4	-1	7	-3	-0.4	8	0
43	O=C(CNC(=O)c1ccc(Br)o1)NCC(=O)OCc1ccccc1	-4	0	3	3.2	7	12	0	0.1	5	-2
44	CCCOc1ccc(-c2c(C(=O)N/N=C/c3ccco3)nnn2-c2nonc2N)cc1	14	4	-7	0.5	-18	8	5	-18	-8	0
45	C[C@H]1CN(Cc2ccccc2)C(=O)[C@@H]1CC(=O)NCc1ccccc1	-2	-6	1	0.5	0	3	4	-0.7	2	2
46	COc1ccc(C(=O)N2CCC(C(=O)Nc3ccc4c(c3)OCO4)CC2)cc1	-3	-2	-5	-2.4	4	9	1	-0.6	0	2
47	c1nnc(-c2ccc3c(c2)OCO3)o1	0	0	2	0.9	-1	4	2	0.1	3	4
48	Cc1ccc([C@H]2C[C@@H](n3cc(C4CC4)nn3)[C@H](O)CN2CC2CCCCC2)cc1	3	3	-4	-2.5	2	6	-13	-0.3	6	-14
49	CC(=O)c1cc(CN2CCC(n3nccc3NC(=O)c3ccccc3C)CC2)cs1	-8	-3	4	-0.4	3	-2	-1	0.0	6	-2
50	COc1ccc(C(=O)OCC(=O)NCC2CCCO2)cc1 (stereo not given)	-1	1	1	2.5	1	-1	-1	0.2	-3	3

# (continued)
item	SMILES	ADAM10 inh	rCAG RNA binder	Tn6 DDE FP	GAA850 FXN act	HGIII-sPLA2 inh	ARFGAP1 inh	GC-B act	KLK7 zymogen act	ASAP1 GAP inh	NPR1 activator
51	C/C(=N\NC(=O)CN1CCCCC1)c1cccc([N+](=O)[O-])c1	-6	-4	1	0.8	13	-3	2	0.2	-1	0
52	CCOc1ccccc1N1CCN(C(=O)c2c(-c3c(F)cccc3Cl)noc2C)CC1	-7	-7	5	0.0	3	9	2	-0.2	0	-7
53	CCCC(O)(c1ccccc1)C(CN1CCOCC1)c1ccccc1 (stereo not given)	-3	-9	-9	-1.7	-4	6	-7	-0.5	11	-22
54	O=C(CCN1CCCCC1)N/N=C/c1c[nH]c2ccccc12	-5	-2	-3	4.4	14	4	0	-0.1	4	0
55	C/C=C(\C)C(=O)O[C@@H]([C@H](O)c1cc2ccc(=O)oc2cc1OC)C(C)(C)O	-374	-3	-1	-0.5	5	0	-1	-2.9	4	0
56	Cn1cnnc1SCCC(=O)Nc1ccccc1	-2	0	-3	-1.6	0	9	1	-0.1	4	3
57	Cc1ccc(NC(=O)CSc2nnc(-c3cnccn3)n2-c2ccccc2)cc1	1	1	-6	0.3	4	-7	0	0.4	-2	-7
58	COc1ccc(CCNC(=O)CC2SC(=NCc3ccccc3)NC2=O)cc1 (stereo not given)	0	-2	1	2.5	-1	-1	0	0.1	3	0
59	C[C@]12CC[C@@H]3c4ccc(OS(=O)(=O)O)cc4CC[C@H]3[C@@H]1CCC2=O	-6&-2	17&6	-1&-6	1.5&2.0	-16&-5	2&1	6&2	0.0&-0.5	-6&4	0&5
60	CC(=O)Oc1ccc(OC(C)=O)c(SCCCCCN2CCOCC2)c1	-8	-8	-7	3.2	4	5	-2	-1.8	12	-3
61	Cc1c(CNC(=O)c2nn3c(c2Cl)NC(c2ccccc2)CC3C(F)(F)F)cnn1C (stereo not given)	5	-7	1	-1.6	1	7	4	0.2	-9	0
62	O=[N+]([O-])c1cc2c(cc1/C=N/Nc1nc(N3CCCC3)nc(N3CCCC3)n1)OCO2	5	-2	4	2.7	-2	0	5	0.1	-14	1
63	CC1(C(=O)NS(=O)(=O)c2ccccc2Cl)CCN1C(=O)Cc1cc(F)ccc1F (stereo not given)	-6	2	4	1.9	-1	-2	0	-0.5	-5	5
64	CC(=O)N1CC2(C)CN(C(C)=O)CC(C)(C1)C2=O	4	3	-2	1.9	-3	4	1	-0.5	11	-2
65	Cc1cccc(OCCNC(=S)NC(=O)c2cncc(Br)c2)c1	2	-1	0	2.0	8	11	-2	-0.2	2	5
66	CCOC(=O)c1cc(-c2cccs2)[nH]n1	-22	-4	4	-0.2	6	8	5	-0.4	-2	1
